b-catenin transl: beta-catenin nuclear translocation modulation; HeLa beta-catenin nuclear translocation, immunofluorescence imaging; nuclear translocation activity, % at 5 µM; 190,000 tested, 0.3% active; AID 1665;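 active means nuclear translocation activity above 50% at 5 µM, with a well cell count of 50 or more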;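 further: per-cell ratio of nuclear to cytoplasmic median beta-catenin stain intensity; plate controls were DMSO negative control for no effect and GSK-3 inhibitor IX positive control for full effect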
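Signal – beta-catenin immunofluorescence imaging with DAPI · Test system – human HeLa cell line · Dosing – 5 µM primary single dose, 0.1% DMSO, 0.02–20 µM confirmation series · Measure – % activation, nuclear-to-cytoplasmic median beta-catenin signal ratio per cell · Incubation – 24 h compound exposure at 37°C, 5% CO2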
Dynein cargo inh: blocks dynein driven cargo transport along microtubules | 3617.4 mouse cells, GR-EGFP nuclear translocation imaging; test concentration mostly 20 µM; stimulated with dexamethasone, 1 µM; stronger effect = lower value | z-score, hits read low | 220,000 tested, 0.47% active | AID 1381;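 active means plate z-score of nuclear minus cytoplasmic receptor signal below a set negative limit, without overly bright fluorescence or cell loss, cut at about -3.5 in these data, passing the limit was not always enough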;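 further: z-score of nuclear minus cytoplasmic ring GR-EGFP intensity difference per well; some compounds called inactive have numbers as strong as hits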
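Also added: dexamethasone, 1.0 µM final. Medium: tet-free, stripped-serum medium. Detection: fixed, Hoechst-stained cells imaged at 10x for EGFP. Read-out: nuclear-to-cytoplasmic GR-EGFP distribution per well. Times: induction 48 h, compound 1 h, agonist 30 min.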
Insulin prom up: MIN6 insulin promoter up-regulation; 190,000 tested, 0.3% active; z-score at 5 µM; MIN6 insulin promoter-GFP reporter, high-content imaging; stronger effect = higher value;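 active means z-score above 3 at 5 µM with at least 500 cells counted in the well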
MT stabilizer: stabilizes microtubules in HeLa cells. % tubulin-high responders, % at 10 µM. 200,000 tested, 0.83% active. HeLa tubulin immunostaining HCS, 24 h; share of cells brighter than vehicle mean+2SD. AID 2205;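 active means plate Z-score above 3 for both tubulin-high and condensed-nucleus cell shares, with cell loss under 80%, at 10 µM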;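 further: anti alpha tubulin signal scored within the nucleus-defined area of each cell; some results filed as inactive read as strong as hits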
WT yeast gro inh: growth inhibition of WT yeast, mitochondrial fusion screen; inhibition, % at 10 µM; AID 1362; mitochondrial fusion phenotypic screen, WT strain; 190,000 tested, 2.1% active; in the data active means inhibition above about 58%; tested in S. cerevisiae
AID2073: inhibitors of Mint1-CaV2.2 protein interaction, biochemical, HTRF (AID 2073) | HTRF protein-protein interaction, Mint1-CaV2.2; higher % means a stronger effect | inhibition, % at 20 µM, or IC50 in µM where a hit was titrated | 290,000 tested, 0.19% active; in the data active means inhibition mostly above about 51%, no sharp cut-off; further: some results filed as inactive read as strong as hits
Autophagy mod: alters autophagy in cells. MEF GFP-LC3 puncta imaging; test concentration mostly 10 µM. 190,000 tested, 0.98% active. calls only at 10 µM (by protocol);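 active means percentage of spot-positive cells more than 3 SD above its plate mean, without a fluorescence outlier flag or 80% toxicity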;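 further: spot-positive cell cutoff set from DMSO-treated cells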
Yfh1-off respiration: mitochondrial function rescue without frataxin homolog – Friedreich's ataxia, plus single-dose screen, dose response (AID 1465); S. cerevisiae Yfh1-off respiration, WST-1 reduction, 72 h; higher fold induction means a stronger effect; one-dose fold induction at 50 µM; EC50 in µM for titrated hits; 220,000 tested, 0.074% active;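 active means fold induction of absorbance versus untreated yeast above a set limit, then at least 30% activation at any dose in follow-up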;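 further: activators that raise dye reduction in frataxin-depleted yeast; strong numbers were not always called active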
HIV peptide binding: inhibitors of HIV fusion peptide binding, primary screen, biochemical, uHTS, fluorescence dequenching (AID 1986) | cell-free peptide binding, fluorescence dequenching, 30 min; higher % means a stronger effect | 290,000 tested, 0.3% active | one-dose inhibition, % at 20 µM; IC50 in µM for titrated hits; in the data active means inhibition mostly above about 52%, no sharp cut-off; inactive means mostly below about 76%; further: some results filed as inactive read as strong as hits
WT yeast gro inh mutant strain: recorded beside WT yeast gro inh, whose call it bears; inhibition, %; mitochondrial fusion phenotypic screen, mutant strain inhibition
Dynein cargo inh cytoplasmic EGFP: recorded beside Dynein cargo inh, whose call it bears; z-score; measured here: cytoplasmic GR-EGFP intensity; stronger effect = higher value
Dynein cargo inh nuclear GR-EGFP: also measured in Dynein cargo inh; calls as there; z-score; measured here: nuclear GR-EGFP intensity;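 lower value marks the stronger effect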
Dynein cargo inh cell count: also measured in Dynein cargo inh; calls as there; z-score; measured here: cell count per field
Insulin prom up cell count: second read-out of Insulin prom up, no call of its own (marks repeat the call); cell count; measured here: cytotoxicity, nuclei count;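 total cells summed across four imaged fields per well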
b-catenin transl cell count 5 µM: further read-out of b-catenin transl, marked with its call; cell count; measured here: cell count, cytotoxicity flag
MT stabilizer Hoechst-high %: second read-out of MT stabilizer, no call of its own (marks repeat the call); % Hoechst-high responders; measured here: nuclear condensation Hoechst responders;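 share of cells brighter than vehicle mean plus two SD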
MT stabilizer cytotoxicity %: second read-out of MT stabilizer, no call of its own (marks repeat the call); toxicity, %; measured here: cytotoxicity by cell density;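 0% = mean cell density of plate MIN control wells and 100% = no cells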
Autophagy mod cell loss 18 h: further read-out of Autophagy mod, marked with its call; toxicity, %; measured here: cell loss, nuclei count;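 cell loss after 18 h compound exposure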
The depositor's hits bear a star; i = inactive; . = not tested or not shown. Random draw from the library, and some 4.2% of all compounds hit somewhere here.

[1] COc1ccc(S(=O)(=O)N2CCOCC2)cc1NC(=O)c1cccc2c(=O)c(C)c(-c3ccccc3)oc12
[2] CCCN1Cc2cccc(C(=O)NC(CC(=O)OCC)c3ccc(C)cc3)c2C1=O (stereo not drawn)
[3] Cc1nn(CC#N)c(=O)n1-c1ccc(C(C)C)cc1
[4] CCOC(=O)C1=C(C)N=c2s/c(=C\c3ccncc3)c(=O)n2C1c1ccc2c(c1)OCO2 (stereo not drawn)
[5] Cn1cnnc1-c1cccc(NS(=O)(=O)c2ccc(N3CCCC3=O)cc2)c1
[6] O=C(CSc1nnc(-c2ccncc2)n1Cc1ccccc1)Nc1nccs1
[7] Cc1oc2c(C)c(O)ccc2c(=O)c1-c1ccc2ccccc2n1
[8] N=C1c2ccccc2CN1NC(=O)CC12CC3CC(CC(C3)C1)C2

| Assay by compound | 1 | 2 | 3 | 4 | 5 | 6 | 7 | 8 |
| --- | --- | --- | --- | --- | --- | --- | --- | --- |
| b-catenin transl | 0.2 | 1.1 | 0.6 | 3.3 | -1.6 | -0.8 | -0.3 | -3.0 |
| b-catenin transl cell count 5 µM | 1031 | 1089 | 1017 | 1136 | 1163 | 1335 | 1398 | 555 |
| Dynein cargo inh | 0.24 | 0.58 | 0.91 | -1.1 | 0.15 | -0.25 | 0.037 | 0.4 |
| Dynein cargo inh cytoplasmic EGFP | -0.24 | -0.3 | -0.04 | 0.049 | -0.16 | -0.25 | -0.2 | -0.23 |
| Dynein cargo inh nuclear GR-EGFP | -0.001 | 0.4 | 1.2 | -0.26 | 0.3 | -0.032 | -0.12 | -0.12 |
| Dynein cargo inh cell count | 0.43 | -0.095 | -0.88 | 0.092 | -0.092 | 1.1 | 0.031 | -0.18 |
| Insulin prom up | -0.78 | . | 0.59 | 2.1 | 0.06 | -0.25 | -0.1 | -0.03 |
| Insulin prom up cell count | 1329 | . | 1242 | 949 | 1356 | 1711 | 1624 | 1193 |
| MT stabilizer | 7.5 | 1.0 | 1.5 | 5.8 | 1.4 | 2.4 | 1.1 | 3.8 |
| MT stabilizer Hoechst-high % | 3.3 | 0.6 | 1.9 | 1.1 | 1.5 | 2.3 | 1.2 | 3.8 |
| MT stabilizer cytotoxicity % | 5.8 | 6.3 | 8.5 | 5.0 | 8.3 | 5.8 | 7.1 | 8.2 |
| WT yeast gro inh | -10 | 66* | -7 | 12 | -1 | -18 | 0 | 4 |
| WT yeast gro inh mutant strain | 21 | 42* | 13 | 0 | 0 | -4 | -13 | -8 |
| AID2073 | 30% | -4% | 3% | -19% | 18% | 22% | 5% | 2% |
| Autophagy mod | i | i | i | i | i | i | i | i |
| Autophagy mod cell loss 18 h | -2 | 15 | 2 | 24 | 2 | -2 | 1 | -2 |
| Yfh1-off respiration | i | i | i | i | i | i | i | i |
| HIV peptide binding | -2.5% | -0.7% | 0.4% | 3.8% | 2.7% | 0.7% | -1.2% | 0.0% |

2 successive records from above, for reference:
[1] COc1ccc(S(=O)(=O)N2CCOCC2)cc1NC(=O)c1cccc2c(=O)c(C)c(-c3ccccc3)oc12
[2] CCCN1Cc2cccc(C(=O)NC(CC(=O)OCC)c3ccc(C)cc3)c2C1=O (stereo not drawn)

| Assay by compound | 1 | 2 |
| --- | --- | --- |
| b-catenin transl | 0.2 | 1.1 |
| b-catenin transl cell count 5 µM | 1031 | 1089 |
| Dynein cargo inh | 0.24 | 0.58 |
| Dynein cargo inh cytoplasmic EGFP | -0.24 | -0.3 |
| Dynein cargo inh nuclear GR-EGFP | -0.001 | 0.4 |
| Dynein cargo inh cell count | 0.43 | -0.095 |
| Insulin prom up | -0.78 | . |
| Insulin prom up cell count | 1329 | . |
| MT stabilizer | 7.5 | 1.0 |
| MT stabilizer Hoechst-high % | 3.3 | 0.6 |
| MT stabilizer cytotoxicity % | 5.8 | 6.3 |
| WT yeast gro inh | -10 | 66* |
| WT yeast gro inh mutant strain | 21 | 42* |
| AID2073 | 30% | -4% |
| Autophagy mod | i | i |
| Autophagy mod cell loss 18 h | -2 | 15 |
| Yfh1-off respiration | i | i |
| HIV peptide binding | -2.5% | -0.7% |

Next compounds.
[9] CC(=O)Nc1sc2c(c1C#N)CCC2
[10] CC1=NN(c2ccccc2)C(=O)C1=C(C)C
[11] O=C(O)c1ccccc1CSC1=NCCS1
[12] O=C(NCC1CCCO1)c1ccc2c(=O)n(CCc3ccccc3)c(=O)[nH]c2c1 (stereo not drawn)

| Assay by compound | 9 | 10 | 11 | 12 |
| --- | --- | --- | --- | --- |
| b-catenin transl | 0.8 | . | -1.9 | 1.4 |
| b-catenin transl cell count 5 µM | 1042 | . | 1084 | 1406 |
| Dynein cargo inh | 0.38 | -0.85 | 0.024 | 0.11 |
| Dynein cargo inh cytoplasmic EGFP | -0.32 | -0.14 | -0.32 | -0.18 |
| Dynein cargo inh nuclear GR-EGFP | 0.46 | -0.47 | -0.11 | 0.73 |
| Dynein cargo inh cell count | -0.2 | 0.95 | -0.6 | -0.11 |
| Insulin prom up | 0.2 | 0.12 | 0.04 | -0.06 |
| Insulin prom up cell count | 1111 | 1189 | 1253 | 1426 |
| MT stabilizer | 2.6 | 1.9 | 2.0 | 2.2 |
| MT stabilizer Hoechst-high % | 1.7 | 1.2 | 2.2 | 4.3 |
| MT stabilizer cytotoxicity % | 9.0 | 3.3 | 4.7 | 9.1 |
| WT yeast gro inh | -9 | 5 | -4 | 0 |
| WT yeast gro inh mutant strain | 8 | 10 | -7 | -6 |
| AID2073 | 5% | 19% | -1% | 1% |
| Autophagy mod | i | i | i | i |
| Autophagy mod cell loss 18 h | -1 | 8 | 2 | 0 |
| Yfh1-off respiration | i | i | i | i |
| HIV peptide binding | -0.3% | 16% | -0.2% | 0.9% |

Full records as entered above. Order of values: b-catenin transl	b-catenin transl cell count 5 µM	Dynein cargo inh	Dynein cargo inh cytoplasmic EGFP	Dynein cargo inh nuclear GR-EGFP	Dynein cargo inh cell count	Insulin prom up	Insulin prom up cell count	MT stabilizer	MT stabilizer Hoechst-high %	MT stabilizer cytotoxicity %	WT yeast gro inh	WT yeast gro inh mutant strain	AID2073	Autophagy mod	Autophagy mod cell loss 18 h	Yfh1-off respiration	HIV peptide binding
CC1=NN(c2ccccc2)C(=O)C1=C(C)C reads .	.	-0.85	-0.14	-0.47	0.95	0.12	1189	1.9	1.2	3.3	5	10	19%	i	8	i	16%
CC(=O)Nc1sc2c(c1C#N)CCC2 reads 0.8	1042	0.38	-0.32	0.46	-0.2	0.2	1111	2.6	1.7	9.0	-9	8	5%	i	-1	i	-0.3%
CCOC(=O)C1=C(C)N=c2s/c(=C\c3ccncc3)c(=O)n2C1c1ccc2c(c1)OCO2 (stereo not drawn) reads 3.3	1136	-1.1	0.049	-0.26	0.092	2.1	949	5.8	1.1	5.0	12	0	-19%	i	24	i	3.8%
CCCN1Cc2cccc(C(=O)NC(CC(=O)OCC)c3ccc(C)cc3)c2C1=O (stereo not drawn) reads 1.1	1089	0.58	-0.3	0.4	-0.095	.	.	1.0	0.6	6.3	66*	42*	-4%	i	15	i	-0.7%
O=C(NCC1CCCO1)c1ccc2c(=O)n(CCc3ccccc3)c(=O)[nH]c2c1 (stereo not drawn) reads 1.4	1406	0.11	-0.18	0.73	-0.11	-0.06	1426	2.2	4.3	9.1	0	-6	1%	i	0	i	0.9%
